KDM5B inhibitor – blocks human KDM5B histone demethylase activity. Q9UGL1. KDM5B demethylase, FDH-coupled NADH fluorescence (FDH is formaldehyde dehydrogenase). Potency, µM (top dose mostly 57.7 µM), for the others: at the top dose activity change, negative = inhibition, actives largely listed as inhibitors. actives 2.6% (n = 220,000); active means well fitted inhibition curve with a large enough effect; inconclusive means small, poorly fitted or top-dose-only effect; inactive means no such curve, though single readings can be large or run the other way; further: 0% is about no effect; nearly all actives have a fitted effect of over 70% in size
Target sequence (Q9UGL1 whole entry, looked up): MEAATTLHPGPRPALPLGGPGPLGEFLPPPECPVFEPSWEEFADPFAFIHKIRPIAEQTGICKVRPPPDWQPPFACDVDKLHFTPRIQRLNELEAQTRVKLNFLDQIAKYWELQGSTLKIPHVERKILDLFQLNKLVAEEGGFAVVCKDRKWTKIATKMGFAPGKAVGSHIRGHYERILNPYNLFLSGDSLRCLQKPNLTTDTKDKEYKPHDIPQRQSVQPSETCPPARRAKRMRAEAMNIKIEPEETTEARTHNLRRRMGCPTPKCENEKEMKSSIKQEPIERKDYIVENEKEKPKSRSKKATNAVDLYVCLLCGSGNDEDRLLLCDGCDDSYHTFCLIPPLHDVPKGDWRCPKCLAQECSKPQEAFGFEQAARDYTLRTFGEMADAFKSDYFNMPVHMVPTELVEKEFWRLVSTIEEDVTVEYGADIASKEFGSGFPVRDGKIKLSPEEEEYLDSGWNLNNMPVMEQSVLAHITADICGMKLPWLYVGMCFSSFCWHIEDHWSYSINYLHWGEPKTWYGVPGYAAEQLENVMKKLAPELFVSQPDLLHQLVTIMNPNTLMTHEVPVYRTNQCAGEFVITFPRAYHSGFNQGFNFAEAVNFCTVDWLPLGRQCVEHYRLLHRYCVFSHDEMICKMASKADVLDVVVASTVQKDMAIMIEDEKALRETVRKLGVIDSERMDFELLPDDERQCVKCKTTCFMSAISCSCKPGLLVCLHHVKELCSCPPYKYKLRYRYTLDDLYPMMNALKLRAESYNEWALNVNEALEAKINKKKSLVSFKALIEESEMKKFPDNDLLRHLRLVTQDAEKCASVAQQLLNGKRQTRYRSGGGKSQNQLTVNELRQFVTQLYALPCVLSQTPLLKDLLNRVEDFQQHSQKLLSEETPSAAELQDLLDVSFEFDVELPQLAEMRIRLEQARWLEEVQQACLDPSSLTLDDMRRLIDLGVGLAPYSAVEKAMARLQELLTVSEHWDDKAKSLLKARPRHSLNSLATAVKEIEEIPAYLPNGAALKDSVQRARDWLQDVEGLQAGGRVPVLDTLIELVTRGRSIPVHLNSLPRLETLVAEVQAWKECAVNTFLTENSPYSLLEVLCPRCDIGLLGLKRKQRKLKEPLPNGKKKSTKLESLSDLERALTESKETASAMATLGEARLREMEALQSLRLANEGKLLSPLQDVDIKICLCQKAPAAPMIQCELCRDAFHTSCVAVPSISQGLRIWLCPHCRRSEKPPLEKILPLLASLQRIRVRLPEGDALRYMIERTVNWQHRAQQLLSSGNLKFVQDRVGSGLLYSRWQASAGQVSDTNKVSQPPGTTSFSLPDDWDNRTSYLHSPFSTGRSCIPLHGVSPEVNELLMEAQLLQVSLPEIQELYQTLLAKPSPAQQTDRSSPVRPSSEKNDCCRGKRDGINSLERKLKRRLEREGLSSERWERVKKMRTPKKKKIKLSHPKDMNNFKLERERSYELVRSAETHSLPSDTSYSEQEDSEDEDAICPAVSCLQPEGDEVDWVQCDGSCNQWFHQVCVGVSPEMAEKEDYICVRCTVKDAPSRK
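Measured: NADH fluorescence change, 30 min, RT. System: KDM5BΔAP 200 nM final, H3K4me3 peptide, α-KG, Fe(II), ascorbate, NAD⁺ plus FDH, pH 7.5 HEPES. Compounds: titrated, 10 min pre-incubation with enzyme.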
An asterisk follows results filed as active; ? = inconclusive; ! = repeats disagree; [ ] = dose if it differs, or a comment. Potency means the concentration at half of the fitted maximal effect. An excerpt; the hit share may differ from the screen's.

mol | KDM5B inhibitor
COC(=O)C(CCSC)Nc1ncnc2onc(-c3ccc(F)cc3)c12 (stereo not given) | 4.9%
CCC(C)C(=O)Nc1nc2ccc(OC)cc2s1 (stereo not given) | -10.2%
CC1=C[C@@H](CN)[C@H](C(C)C)C[C@H]1Cc1nc2ccccc2[nH]1 | -8.0%[86.2 µM]
N#Cc1ccccc1NC(=O)CCN1CCCN(Cc2cccs2)CC1 | -10.3%
CC(NC(=O)c1cccnc1)c1ccc(O)cc1 (stereo not given) | -4.6%
O=C1COCC2(CN1Cc1cccc(OC(F)(F)F)c1)CN(C(=O)c1cn[nH]c1)C2 | -13.3%[86.2 µM]
O=C(Nc1ccc(F)cc1)c1cc2cc3ccc(Cl)cc3nc2o1 | -55.1%
O=C(NC1CCCCC1)C1CN(C(=O)COc2ccc(F)cc2)CC12CCOCC2 (stereo not given) | -3.5%
O=C(N[C@@H](Cc1ccccc1)C(=O)O)c1ccccc1 | -12.6%
COCCCNc1oc(-c2ccccc2)nc1C#N | ?
CNC(=O)c1noc([C@@H]2CC(F)(F)CN2Cc2ccc(C)cn2)n1 | 0.0%
CC1CN(C(=O)N2CCC(C(=O)NCc3ccco3)CC2)c2cc(Cl)ccc2O1 (stereo not given) | -4.0%
Cc1ccc(C)c2c(=O)c3ccccc3sc12 | -1.8%
Cc1noc(C)c1C(=O)N[C@H]1[C@H](O)[C@H](O)C[C@@H]1c1ccccc1 | 8.1%[86.2 µM]
Cc1ccc([S+](=O)([O-])N2CCC3(CCN(Cc4cccs4)c4ccccc4O3)CC2)cc1 | -24.8%
O=C(Nc1ccc(OCC(=O)N2CCOCC2)cc1)c1ccccc1Cl | 40.7%
COC(=O)c1cc(-c2ccc(OC)cc2F)nc2nc(SC)[nH]c(=O)c12 | ?
CCN1CCN(CCC(=O)Nc2sc(-c3ccccc3)cc2C(=O)OC)CC1 | 12.5%
Cc1ccc(Cl)cc1N1CCN(CCCNc2ncnc3onc(-c4ccc(F)cc4)c23)CC1 | -1.8%
CN(C)C(=O)c1cc2c(s1)CCC(C(=O)N1CCN(c3ccccc3)CC1)C2 (stereo not given) | 7.9%
O=C(c1ccc(F)cc1)N1CCC2(CC1)CC(=O)N(c1ccccc1)c1ccccc1O2 | -1.5%
CCN(CC)c1cc(CCC(=O)N(C)CCc2ccncc2)ccn1 | ?
COc1ccc(-n2cc(C(=O)NCc3ccccc3Cl)c3ccccc3c2=O)cc1 | ?
Cc1ccc(S(=O)(=O)C(CNC(=O)C(=O)NCCc2ccc(Cl)cc2)c2cccs2)cc1 (stereo not given) | 4.4%
Cc1cccc(NC(=O)c2cc3n(n2)CC(c2ccc(Cl)cc2)OC3)c1 (stereo not given) | ?

Reformatted: results already given.
Cc1ccc(C)c2c(=O)c3ccccc3sc12
  KDM5B inhibitor: -1.8%
Cc1noc(C)c1C(=O)N[C@H]1[C@H](O)[C@H](O)C[C@@H]1c1ccccc1
  KDM5B inhibitor: 8.1%[86.2 µM]
Cc1ccc([S+](=O)([O-])N2CCC3(CCN(Cc4cccs4)c4ccccc4O3)CC2)cc1
  KDM5B inhibitor: -24.8%
O=C(Nc1ccc(OCC(=O)N2CCOCC2)cc1)c1ccccc1Cl
  KDM5B inhibitor: 40.7%

Entries listed so far that contain a furan ring, fused or not, in the order listed:
mol | KDM5B inhibitor
O=C(Nc1ccc(F)cc1)c1cc2cc3ccc(Cl)cc3nc2o1 | -55.1%
CC1CN(C(=O)N2CCC(C(=O)NCc3ccco3)CC2)c2cc(Cl)ccc2O1 (stereo not given) | -4.0%

Next part.
mol | KDM5B inhibitor
O=C(c1cc(Cl)ccc1F)N1C[C@@H](CO)[C@H](c2ccncc2)C1 | 16.8%
CCN1C(=O)CCN(CC2CCCCC2)CC12CCOCC2 | 13.7%
C[C@H]1[C@@H]2[C@@H](O)C([C@H](C)C(=O)N(C)Cc3cccnc3)CC[C@@]2(C)CC[C@@H]1NC(=O)C1CCCCC1 (stereo not given in full) | 6.8%
CCc1ccc(CN(Cc2ccco2)C(=O)c2cc(-c3ccc(C)c(F)c3)on2)cc1 | -12.9%
CCOC(=O)c1nc(Nc2ccc(OC(C)C)cc2)c2ccccc2n1 | -2.8%
COc1ccc(-c2ccc(C(=O)N3Cc4[nH]cnc4CC3C(=O)O)o2)cc1 (stereo not given) | 28.2µM*
COc1cc(-n2c(=O)c3ccccc3n(CC(=O)c3ccc(F)cc3)c2=O)cc(OC)c1OC | 28.3%
CCNC(=O)Nc1ccc(OCC(=O)NCc2ccccc2)nc1 | 24.6%
FC(F)(F)c1cccc(CSc2nnc(SCc3ccc(Cl)cc3)s2)c1 | 1.1%
COc1cc(OC)c(NC(=O)Cn2cnc3nc4c(cc3c2=O)CCCC4)cc1Cl | -14.7%
O=C(Cn1nc2c(cc1=O)CCCCC2)NCCn1ccc2c(Cl)cccc21 | 19.6%
COCCn1c(=O)[nH]c2cc(C(=O)N3CCN(c4ccc(Cl)cc4)CC3)ccc2c1=O | -3.6%
CNC(=O)CN(C)c1nc(-c2ccccc2)c2ccccc2n1 | ?
O=C(Nc1ccc([C@@H](O)[C@H]2COCC(=O)N2Cc2ccccc2)cc1)C1CCCC1 | -14.9%[86.2 µM]
Cc1ccc(CCNS(=O)(=O)c2ccc3c(c2)CCN3C(=O)CCC(=O)O)cc1 | -14.9%
O=C(NCCNC(=O)Nc1ccncc1)Nc1ccncc1 | 6.3%
COc1cccc(/C=C(\C#N)c2nc3ccccc3[nH]2)c1O | 21.4%
CCc1ccccc1NC(=O)COc1cccc(-n2cnnn2)c1 | 17.1%
CC(C)(C)c1cc(C[C@@H]2CC[C@H](O)[C@@H](CNC(=O)C3CCC3)O2)no1 | -8.7%[86.2 µM]
O=C(c1cc2c(s1)CCCC2)N1CCc2c(nc3cc(-c4ccccc4)[nH]n3c2=O)C1 | -19.0%
Cc1nnsc1C(=O)N[C@H]1CCN2C(=O)N(c3ccc(F)c(Cl)c3)C(=O)[C@@H]2C1 | 16.4%[86.2 µM]
Cc1cccc(CSc2ncc(Cl)c(C(=O)Nc3nnc(C)s3)n2)c1 | ?
CCOC(=O)C1=CN(CC(=O)Nc2ccccc2Cl)S(=O)(=O)N=C1C | 1.8%
Cn1ccc(NC(=O)C(C)(C)Oc2nn(CC3CC3)c3ccc(CN4CCCC4)cc23)n1 | 35.5µM*
C=C(Br)CNC(=O)Nc1cccc(COC)c1 | 19.5%
Cc1nc(Nc2nc(CCC(C)C)cc(=O)[nH]2)nc2ccccc12 | 20.3%
c1cnc2nc(-c3ccsc3)[nH]c2c1 | 31.6µM*!
CNC(=O)[C@@H]1CN(S(=O)(=O)c2ccc(F)cc2F)C[C@H]1COC | 14.1%
COc1ccccc1CNc1nc(-c2cc(C)n(C3CC3)c2C)cs1 | -10.4%
CC(C)N1C(=O)C2(CCCC2)C1C(=O)NCCCN1CCCC1 (stereo not given) | -19.0%
CCCC(=O)N1Cc2ccccc2CC2(CCCCN2C)C1 (stereo not given) | 16.8%[149 µM]
O=C(NN(c1ccccc1)c1ccccc1)c1cccc[n+]1[O-] | -26.1%
CC(=O)N1CC2(Cc3ccccc3N(C(C)=O)C2)C1 | -10.1%[86.2 µM]
CCOC(=O)c1ccccc1NC(=O)N(C)CCc1c(C)nn(CC)c1C | ?
CCSc1cc(C)nc2c(-c3ccccc3)cnn12 | -2.6%
COc1ccccc1-c1ccnc(N[C@H]2CO[C@H]3[C@@H]2OC[C@@H]3NS(=O)(=O)c2ccc(NC(C)=O)cc2)n1 | 125.7%[activator]
Cc1ccnc(NC(=O)CCNC(=O)c2ccc(Cl)cc2)c1 | 6.0%
Cc1nc(CSc2ccccc2C(=O)N2CC=C(c3ccccc3)CC2)no1 | 2.8%
CCc1ccccc1NC(=O)C1CCN(C2=NS(=O)(=O)C(c3ccc(C)c(C)c3)=C2C)CC1 | -21.0%
CC(C)Oc1ccc(CNC(=O)C2Cn3cccc3C(=O)N2Cc2cccnc2)cc1 (stereo not given) | -13.2%
COc1ccc(NC(=S)N[C@H]2C[C@H]3C(=O)NC[C@@H](CCC(=O)NC4CC4)N3C2)cc1 | ?
Cc1ccc(NC(=O)N2Cc3[nH]cnc3C[C@H]2c2nc(-c3ccc4ccccc4c3)no2)cc1 | 22.4µM*
CCN(Cc1c(C#N)c2ccccc2n1C)c1ccccc1 | -17.0%
CCCCn1c(=O)[nH]c(=O)c2c1nc(COC(=O)/C=C/c1ccc(OC)c(OC)c1)n2CC | 5.8%
O=C(NCC1CCOCC1)c1ccc2[nH]ccc2c1 | ?
O=C(CSc1ncnc2scc(-c3ccc(F)cc3)c12)NC1CC1 | 31.0%
COc1cc(NC(=O)COc2ccc3c(C)cc(=O)oc3c2)cc(OC)c1 | ?
CC(=O)N1CCN(C(=O)Cn2ccc3ccc(OCc4ccccc4)cc32)CC1 | 18.0%
CCNC(=O)CC1C(=O)N(c2ccc(F)cc2)C(=O)N1Cc1ccc(C)cc1 (stereo not given) | -2.8%
C=CCOc1ccc(C(=O)Nc2ccc(C)c(C)c2)cc1 | -2.1%

Other compounds follow.
smiles	KDM5B inhibitor
O=C(COC(=O)c1nn(-c2ccccc2)c(=O)c2ccccc12)Nc1cccc(C(=O)NC2CC2)c1	-25.0%
CC(O)c1cc2n(n1)CCN(C(=O)Cn1nnc(-c3ccc(F)cc3)n1)C2 (stereo not given)	29.4%
NS(=O)(=O)c1ccc(N/N=C/c2ccc(F)cc2)c([N+](=O)[O-])c1	7.7%
CCC(C)NC(=O)Cc1csc2nc(C)c(-c3cc(C)n(-c4ccc(C)cc4C)n3)c(=O)n12 (stereo not given)	28.2µM*
CCN(CC)C(=O)C(NC(=O)c1ccc(F)cc1)C1CCN(C(=O)c2ccccc2F)CC1 (stereo not given)	7.5%
O=C1NC2(CCN(Cc3ccc(OC(F)(F)F)cc3)C2)COc2ccccc21 (stereo not given)	22.4µM*
O=S(=O)(c1ccccc1)c1nc(-c2ccccc2)oc1N1CCN(c2cccc(Cl)c2)CC1	-8.6%
CCOc1ccccc1Oc1coc2cc(OC(=O)c3ccc4c(c3)OCO4)ccc2c1=O	11.6%
Cn1cc(C(=O)N2CCn3nc(C(O)CO)cc3C2)c(=O)[nH]c1=O (stereo not given)	-2.5%
CCN1c2cc(C(=O)NCc3ccc(C)cc3)ccc2C(=O)N2CCCCCC21 (stereo not given)	?
O=c1cc2nc(-c3cccs3)nc(SCCOc3ccc(Cl)cc3)n2[nH]1	?
O=[N+]([O-])c1cccnc1Nc1cc(Cl)cc(Cl)c1	28.6%
COc1cccc(CNC(=O)CCCc2c[nH]c3ccccc23)c1	-2.0%
CCC1CN(C(=O)NCc2ccc(F)cc2)c2cc(Cl)ccc2O1 (stereo not given)	-18.7%
CC(C)CCC(=O)N1CCC(N2C(=O)CCC2C(=O)NC(C)C)CC1 (stereo not given)	-5.5%
Cc1cc(S(=O)(=O)N(Cc2ccncc2)C2CC2)ccc1Br	0.7%
Cc1ccc(N2CCN(S(=O)(=O)c3ccc(-n4cnnn4)cc3)CC2)c(C)c1	-29.3%
Cc1ccc(C)c(CSc2nnc3[nH]c(=O)cc(C)n23)c1	-9.8%
CCc1cc(CC)n(-c2nc3c(c(=O)n(CC(C)C)c(=O)n3C)n2CCOC)n1	-16.0%
CNC(=O)[C@H]1C[C@H](Oc2cccnc2)CN1C(=O)NCCc1ccccc1	?
COC(=O)Cn1nc(C)c2c(C)n(-c3ccccc3)nc2c1=O	-2.9%
COc1ccc(N(C)C(=O)c2nc(-c3cccc(F)c3)n3c2CCCCC3)c(OC)c1	-6.9%
COCCn1ncc(N2CCCC(CC(=O)N3CC=C(c4ccccc4)CC3)C2)cc1=O (stereo not given)	-23.3%
OCc1cc(CC2(NCc3ccc(CO)o3)COC2)no1	-2.4%[86.2 µM]
CCc1ccc(C(=O)CC2(O)C(=O)N(CCc3ccccc3)c3ccc(Br)cc32)cc1 (stereo not given)	-12.5%
CCOc1ccc(-n2nc(CO)c(C(=O)NCc3ccc(Cl)cc3)n2)cc1	?
Cc1[nH]c2ccccc2c1C(c1cccc(F)c1)c1c(C)[nH]c2ccccc12	?
COc1ccc(Cl)cc1NC(=O)N1CCC2(CC1)Oc1ccccc1C(=O)N2Cc1ccc(F)cc1	-11.0%
Cc1ccc(CN2C(=O)OC(c3cccc(NC(=O)C(C)C)c3)C2C(=O)NCc2ccco2)cc1 (stereo not given)	-24.5%
CCN(CC)c1cc2c(cc1F)c(=O)c(S(=O)(=O)c1cccc(C)c1)cn2C	?
CCN(Cc1cccc2cnccc12)CC1CCCN(CCc2cccc(F)c2)C1 (stereo not given)	29.4%
N#Cc1ccc(F)c(Cn2cnc3ccccc3c2=O)c1	14.4%
CCOc1ccc(OCC)c(NC(=O)C2CCN(S(=O)(=O)c3ccc(Br)s3)CC2)c1	9.9%
COc1cc(C2CC(=O)Nc3sc(C(=O)Nc4ccccc4)c(C)c32)ccc1O (stereo not given)	?
COc1ccc(Cl)cc1N(C)C(=O)Cc1noc2ccc(C)cc12	-21.2%
COCCCNc1ncc(C(=O)O)c(-c2ccccc2)n1	?
CC(C)(C)c1ccc(NC(=O)O[C@@H]2CO[C@H]3[C@@H]2OC[C@@H]3Nc2nccc(-c3cccc(F)c3)n2)cc1	?
CC(C)Oc1ccc(CNC(=O)C(C)n2ccc3cc(S(=O)(=O)N4CCCCCC4)ccc32)cc1 (stereo not given)	-19.3%
CCc1c(C)sc(NC(=O)CSCC(=O)O)c1C(N)=O	-8.2%
O=C(c1cccs1)N1CCn2c(nnc2[C@@H]2C[C@@H](O)CN2Cc2ccccc2)C1	0.2%

Screening data from PubChem BioAssay.
